Compound activity as filed in PubChem BioAssay.
AmpC detergent: blocks E. coli AmpC beta-lactamase in detergent assay; AID 485294; P00811; Potency, µM (highest dose often 114 µM), for inactives: top-dose activity change, negative = inhibition, most hits filed as inhibitors; 0.041% of 370,000 active; AmpC hydrolysis of nitrocefin, absorbance 480 nm, 0.01% Triton;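 further: potency means the concentration at half of the fitted maximal effect; 0% = no-compound wells and -100% = no-enzyme wells; nearly all actives have a fitted effect of over 25% in size; some results filed as inactive show a strong effect at the top dose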
Target sequence (P00811 whole entry, looked up): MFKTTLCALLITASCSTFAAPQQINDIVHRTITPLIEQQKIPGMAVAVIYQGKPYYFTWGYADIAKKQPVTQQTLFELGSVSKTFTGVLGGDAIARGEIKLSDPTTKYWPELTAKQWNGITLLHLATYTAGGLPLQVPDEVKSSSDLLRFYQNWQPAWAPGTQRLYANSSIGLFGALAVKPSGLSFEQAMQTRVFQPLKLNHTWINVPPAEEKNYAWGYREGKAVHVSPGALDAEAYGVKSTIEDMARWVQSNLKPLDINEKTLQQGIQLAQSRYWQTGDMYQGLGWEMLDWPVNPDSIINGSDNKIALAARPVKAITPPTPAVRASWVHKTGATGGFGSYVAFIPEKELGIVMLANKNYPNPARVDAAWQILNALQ
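20 mM phosphate pH 7.0 + 0.01% (detergent screen) or 0.0001% Triton X-100; 5.3 nM AmpC reagent; cpd preinc 15 min RT; nitrocefin (800 uM stock) to start; A480 q20 s × 4 min; Activity was normalised to no-enzyme and no-compound control wells.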
HCMV inh: inhibitors of human cytomegalovirus | AID 1259415 | activity change, negative = inhibition, % at 57.5 µM | 4.5% of 410,000 active | HFF cells, HCMV-luciferase reporter, 72 h; stronger effect = lower value; in the data active means activity change below about -60%; inconclusive means no clear call, values can overlap the other calls; inactive means above about -39%
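Luciferase read-out from HCMV-luciferase-infected HFFs (MOI 1 PFU/cell) 72 h post infection at 37C; compounds added after 16 h cell attachment; activity normalized between buffer-only basal and Salinomycin (10uM) inhibitor controls.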
LmPK inh: inhibitors of Leishmania mexicana pyruvate kinase; Q27686; purified LmPK, Kinase-Glo ATP luminescence, 1 h; Potency, µM (series often up to 57.5 µM), inactives show at the highest dose activity change, negative = inhibition, actives largely listed as inhibitors; 0.37% of 290,000 active; further: potency means the concentration at half of the fitted maximal effect
Target sequence (Q27686 whole entry, looked up): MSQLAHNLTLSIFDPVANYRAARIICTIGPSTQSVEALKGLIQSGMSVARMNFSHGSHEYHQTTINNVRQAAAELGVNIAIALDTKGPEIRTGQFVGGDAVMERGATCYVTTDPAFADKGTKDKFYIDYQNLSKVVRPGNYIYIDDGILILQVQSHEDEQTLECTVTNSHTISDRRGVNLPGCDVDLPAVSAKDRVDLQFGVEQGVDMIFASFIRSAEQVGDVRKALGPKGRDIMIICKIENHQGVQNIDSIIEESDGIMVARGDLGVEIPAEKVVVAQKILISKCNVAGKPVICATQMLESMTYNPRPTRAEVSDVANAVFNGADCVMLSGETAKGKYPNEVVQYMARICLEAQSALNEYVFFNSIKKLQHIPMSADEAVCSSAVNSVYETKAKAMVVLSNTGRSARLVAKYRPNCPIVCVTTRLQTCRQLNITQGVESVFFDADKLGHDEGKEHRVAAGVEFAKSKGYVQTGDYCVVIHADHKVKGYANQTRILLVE
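In 50 mM imidazole pH 7.2 with 7 mM MgCl2, LmPK (0.1 nM) turned over PEP (0.5 mM) and ADP (0.1 mM) for 1 h at room temperature. Luciferase read-out of ATP.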
AmpC no deterg: blocks E. coli AmpC beta-lactamase in detergent-free assay. AmpC nitrocefin hydrolysis, absorbance 480 nm, 0.0001% Triton. Potency, µM (titrated, usually from 57.1 µM), for inactives: at the top dose activity change, negative = inhibition, actives largely listed as inhibitors. 0.52% of 330,000 active. AID 485341;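 further: potency means the concentration at half of the fitted maximal effect; plate controls were no compound for no effect and no enzyme for full effect; nearly all actives have a fitted effect of over 20% in size; some results filed as inactive show a strong effect at the top dose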
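AmpC (5.3 nM in the dispensed reagent) in 20 mM phosphate pH 7.0 with 0.01% (detergent screen) or 0.0001% Triton X-100 was preincubated with compounds for 15 min at room temperature. Nitrocefin was then added from an 800 uM solution, and hydrolysis was followed at 480 nm.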
AMA1 RON2 block: inhibitors of Plasmodium falciparum AMA1-RON2 interaction; AlphaScreen AMA1-biotinylated RON2 peptide binding; Potency, µM (top dose mostly 58.2 µM), for the others: top-dose activity change, negative = inhibition, most hits filed as inhibitors; 0.2% of 360,000 active;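 further: potency means the concentration at half of the fitted maximal effect; 0% = vehicle wells and -100% = peptide control; nearly all actives have a fitted effect of over 45% in size; some results filed as inactive show a strong effect at the top dose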
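AMA1 (3D7) with his tag at 25 nM final met compounds first, then biotinylated RON2 peptide at 25 nM; detection used donor plus acceptor beads, 10 µg/mL apiece, read by AlphaScreen after 30 min at room temperature.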
HCV inh: blocks hepatitis C virus | Huh7.5.1 HCVcc-Cre infection, luciferase reporter, 44 h | Potency, µM (series often up to 41.8 µM), without a hit: at the highest dose activity change, negative = inhibition, usual class: inhibitors | 3.4% of 340,000 active; further: potency means the concentration at half of the fitted maximal effect
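HCVcc-Cre virus at an moi near 0.5 was added right after compound to cells cultured 4 h from seeding (1,000 cells/well). Luciferase activity was determined 44 h later, 15 min after substrate addition at RT.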
TbPYK inhibitor: blocks Trypanosoma brucei pyruvate kinase | Q57TT1 | 0.12% of 410,000 active | Potency, µM (series often up to 76.8 µM), for inactives: top-dose activity, negative = inhibition, hits mostly inhibitors | TbPYK enzyme, Kinase-Glo Plus ATP luminescence, 45 min; further: potency means the concentration at half of the fitted maximal effect; nearly all actives have a fitted effect of over 50% in size
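Activity of T. brucei pyruvate kinase was followed by Kinase-Glo Plus luminescence after the enzyme reacted 45 min at room temperature with 130 uM ADP (final) and substrate. Test compounds were added before ADP at multiple concentrations.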
Numbers without * were called inactive; u = inconclusive; x = no result given; & = joins results of further samples; [ ] = another dose, or the depositor's remark. Unless noted, the call rests on the fitted dose curve; in most records, active means well fitted curve in the direction sought with a large enough effect; inconclusive means small, poorly fitted or top-dose-only effect, or another doubt; inactive means no such curve, though single readings can be large; an effect the other way counts as inactive or inconclusive. Unless noted, on the % scale 0 is the no-effect control and ±100 the full control effect.

SMILES	AmpC detergent	HCMV inh	LmPK inh	AmpC no deterg	AMA1 RON2 block	HCV inh	TbPYK inhibitor
Cc1ccc(CNC(=O)CCCC(=O)c2ccccc2)cc1	-9%	-36	-7%	-5%	6%	17%	2%
O=C(CSc1nnc(Nc2ccccc2)s1)NC1CC1	-22%	-13	x	-15%	8%	4%	-3%
CC(=O)NC(Cc1ccccc1)C(=O)Oc1ccc2ccccc2c1 (stereo not drawn)	x	41	x	x	4%	14%	2%
COc1ccc(/C=N/NC(=O)CCc2n[nH]c(=O)[nH]c2=O)cc1O	-12%	-15	0%	-4%	-10%	0%	-7%
COc1ccccc1C(=O)Nc1nc(N)n(-c2ccccc2)n1	4%	62	-4%	-17%	6%	4%	1%
Nc1nnc(COc2ccccc2)s1	-3%	15	-3%	-11%	5%	-8%	-7%
c1coc(CN=C2NC(=NCc3ccco3)c3ccccc32)c1	-9%	9	1%	-6%	-5%	8%	-10%
Cn1nnnc1SCc1nc2scc(-c3ccc(Cl)cc3)c2c(=O)[nH]1	-9%	-70*	-2%	-51%	28%	u	7%
CCN1CCN(c2csc3ccc(C)cc3c2=O)CC1	11%	2	x	x	x	x	1%
CNC(=S)N1N=C(c2cccs2)CC1c1ccc(F)cc1 (stereo not drawn)	0%	-16	8%	-29%	1%	u	-1%
Cc1ccc(C(C)C)c(OCC(=O)Nc2ccc(Cl)cn2)c1	-7%	17	0%	-11%	2%	u	-4%
CC(C)Cc1nnc(NC(=O)c2cc(S(=O)(=O)N(C)C)ccc2N2CCCC2)s1	-5%	7	-5%	24%	9%	29%	-5%

Entries of single compounds as entered above.
Nc1nnc(COc2ccccc2)s1 in the list: AmpC detergent: -3%; HCMV inh: 15; LmPK inh: -3%; AmpC no deterg: -11%; AMA1 RON2 block: 5%; HCV inh: -8%; TbPYK inhibitor: -7%
CC(=O)NC(Cc1ccccc1)C(=O)Oc1ccc2ccccc2c1 (stereo not drawn) in the list: AmpC detergent: x; HCMV inh: 41; LmPK inh: x; AmpC no deterg: x; AMA1 RON2 block: 4%; HCV inh: 14%; TbPYK inhibitor: 2%
COc1ccc(/C=N/NC(=O)CCc2n[nH]c(=O)[nH]c2=O)cc1O in the list: AmpC detergent: -12%; HCMV inh: -15; LmPK inh: 0%; AmpC no deterg: -4%; AMA1 RON2 block: -10%; HCV inh: 0%; TbPYK inhibitor: -7%

Further records:
SMILES	AmpC detergent	HCMV inh	LmPK inh	AmpC no deterg	AMA1 RON2 block	HCV inh	TbPYK inhibitor
COc1ccc2c(c1)Cc1sc(NC(=O)c3ccco3)nc1-2	-2%	85	1%	1%	0%	-11%	-18%
O=C1OCCN1c1c(-c2ccccc2)c(-c2cccs2)nc2c(-c3ccccc3)cccc12	5%	x	-6%	-8%	6%	-23%	-10%
COc1ccccc1OCCNc1cc(N2CCCCC2)ccc1[N+](=O)[O-]	-16%	-15	-4%	-29%	u	u	-1%
CC(=O)c1ccc(NS(=O)(=O)Cc2ccccc2)cc1	-8%	2	1%	-9%	1%	1%	3%
COCCNC(=O)c1cccc(NC(=O)C2=C(C)OCCS2)c1	-1%	-40	-1%	10%	4%	9%	-10%
COC(=O)c1ccc(NC(=O)CCC(=O)c2ccc(F)cc2)cc1	u	-17	5%	-19%	-3%	8%	-6%
O=C(Nc1ccccc1)c1cc(S(=O)(=O)N2CCCCC2)ccc1N1CCOCC1	-1%	-11	x	13%	-11%	1%	2%
Nc1ncnc(Nc2ccc(F)c(Cl)c2)n1	5%	0	-5%	-9%	6%	0%	3%
Cc1nc(CN(C)C(=O)c2ccccc2OC2CCN(S(C)(=O)=O)CC2)cs1	-1%	-25	-5%	-9%	6%	5%	3%
CSc1ccc(C2C3(C#N)C(N)=NC4(OCCO4)C23C#N)cc1 (stereo not drawn)	2%	9	1%	-6%	5%	12%	0%
CCOC(=O)N1CCC2(CC1)C(C#N)=C(N)Oc1n[nH]c(C)c12	-13%	-9	-1%	-12%	-7%	-7%	2%
COC(=O)C(Cc1c[nH]c2ccccc12)NC(=O)c1ccccc1Br (stereo not drawn)	-11%	73	8%	-12%	8%	19%	3%
CC1CCN(CCOCCOc2ccc(Br)cc2Cl)CC1	-9%	u	-5%	23%	-3%	u	1%
Cc1ccc(-c2noc(CSc3nnc(C)n3-c3ccc(C)cc3)n2)cc1	-8%	86	x	x	x	x	-1%
CCCCN(C=O)c1c(CC)nc2ccc(C(=O)NCCc3c[nH]c4ccccc34)cn12	x	13	x	x	-13%	x	0%
O=S(=O)(c1ccccc1)c1nnn2c1nc(NC1CCN(Cc3ccccc3)CC1)c1cc(Cl)ccc12	-3%	-16	-6%	-34%	-19%	u	7%
O=C1NCCc2c1[nH]c1ccccc21	u	23	5%&1%	-13%&32%	15%	-20%	0%
CCCCOc1ccccc1-c1cc(C(=O)O)[nH]n1	-7%	-32	7%	-13%	38%[activator]	3%	0%
CCOC(=O)C(Cc1c[nH]c2ccccc12)NC(=O)COc1ccc(CC)cc1 (stereo not drawn)	-5%	-2	x	x	x	x	-3%
CN1CCN(C(=S)Nc2cc(S(=O)(=O)N3CCOCC3)ccc2Cl)CC1	-10%	-27	7%	-10%	0%	11%	0%
O=C1CC2CC1C(C(=O)O)C2C(=O)O (stereo not drawn)	x	23	x	x	12%	28%	0%
Oc1ccc(-c2cccc(-c3ccc(O)cc3)n2)cc1	-12%	42	1%	-34%	-2%	-4%	2%
COc1cccc(CNS(=O)(=O)c2ccc(N3CCCC3=O)cc2)c1	-6%	u	3%	-9%	1%	u	-7%
Cc1ccc(NC(=O)CN(C)C(=O)C2COc3ccccc3O2)cc1 (stereo not drawn)	1%	u	0%	-23%	8%	1%	-1%
COc1ccc(OC)c(S(=O)(=O)Nc2cc(C(=O)O)ccc2N2CC3CC(C2)c2cccc(=O)n2C3)c1 (stereo not drawn)	0%	0	0%	-13%	9%	10%	0%
CC(C)N(Cc1cc2ccccc2[nH]c1=O)C(=O)c1ccco1	2%	30	0%	8%	4%	4%	1%
O=C(c1ccco1)N1CCN(C(=O)c2cccs2)CC1	-7%	-10	0%	-22%	6%	3%	-2%
Cc1ccc(-n2nnnc2SCC(=O)Nc2ccc3c(c2)OCCO3)cc1C	u	43	7%	-38%	29%	-13%	3%
CC1CCCC(C)N1C(=O)C1CC(c2ccc(F)cc2)=NO1 (stereo not drawn)	-5%	-23	-2%	-7%	10%	2%	-8%
C=CCOc1cccc(C2/C(=C(\O)c3ccc4c(c3)OCCO4)C(=O)C(=O)N2CCN2CCOCC2)c1 (stereo not drawn)	-3%	33	-6%	-16%	-11%	15%	3%
O=C(Nc1ccncc1)Nc1ccncc1	-2%	-18	-3%	-23%	6%	9%	-2%
CCCCN=C[C@]12CCC(O)CC1(O)CCC1[C@@H]2CC[C@]2(C)[C@H](C3C=CC(=O)O3)CCC12O (stereo partly drawn)	-5%	-97*	-6%	-4%	31%[activator]	4.5µM*	0%
O=C(OCc1ccccc1)c1cccc(-c2nnn(Cc3ccccc3)n2)c1	-1%	134	-2%	0%	-4%	u	1%
O=C(c1cc2ccccn2n1)N1CCN(c2ccccn2)CC1	u	17	2%	-9%	2%	12%	-4%
Cc1ccc(-c2nc(N)sc2CC(=O)OCC(=O)NCCC(C)C)cc1	-2%	5	-2%	-32%	51%[activator]	14%	-18%
Cn1c(SCc2ccc(Br)cc2)nnc1-c1ccncc1	2%	-20	7%	u	-6%	0%	-3%
COc1ccc(C(=O)NCC(=O)N/N=C/C(C)=C/c2ccco2)cc1OC	u	-8	1%	-1%	7%[11.6 µM]	u	-12%
CNC(=O)c1cccn1-c1ccsc1C(=O)OC	2%	5	1%	-3%	3%	17%	u
CC(=O)N(C)N1c2ccccc2CCc2ccccc21	u	u	1%	2%	0%	u	-3%
COc1ccc(-c2cnnc(N/N=C/c3ccc(O)c(O)c3)n2)cc1	u	31	-1%	-16%	-23%	-28%	-7%
O=C(Cc1nc2ccccc2[nH]1)c1ccc(Cl)cc1	-5%	-23	-4%	-9%	63%[activator]	u	3%
Cc1cc(Br)cn2c(Cc3cccc(F)c3)c(-c3cccc(Br)c3)nc12	x	-22	x	x	0%	x	-6%
CCOC(=O)Cc1ccc(Nc2nc(NC)nc3ccsc23)cc1	x	-16	x	x	-4%	x	3%
COc1ccc(OC)c(S(=O)(=O)Nc2ccccc2C(=O)N2CCCCC2)c1	-4%	-6	x	10%	-10%	u	-6%
COc1ccc2c(c1)C(c1ccc([N+](=O)[O-])cc1)=NNC(c1ccco1)=N2	-11%	2	-1%	-16%	u	u	0%
COc1ccc(-c2nn3c(=O)cc(CN4CCN(C(=O)c5ccc(C(C)(C)C)cc5)CC4)nc3s2)cc1	0%	8	x	x	x	x	1%
C[C@@H]1CN([C@@H](C)CO)C(=O)CCCn2nncc2CO[C@H]1CN(C)Cc1ccc(-c2ccccc2)cc1	x	5	x	x	-6%	x	-7%
O=C(COC(=O)c1ccccc1NC(=O)c1ccccc1)c1ccc([N+](=O)[O-])cc1	3%	-6	0%	-49%	-10%	19%	-1%
c1ccc2cc(CN3CCOCC3)ccc2c1	-7%	24	0%	x	-6%	9%	0%
CC(=O)Nc1ccc(S(=O)(=O)N(Cc2ccccc2)c2ccccc2F)cc1	-6%	11	5%	4%	-5%	-3%	-9%
CCOc1cc(C(=O)N2CCOCC2)ccc1OCc1ccccc1	u	13	2%	-7%	-9%	0%	6%
COC(=O)[C@@]12CCCCN1[C@H](c1ccc(-c3ccc(Cl)c(Cl)c3)c(OC)c1)[C@@H]1C(=O)N(C)C(=O)[C@@H]12	x	15	x	x	11%	-29%	2%
O=C(COC(=O)C1CCN(S(=O)(=O)c2ccccc2)CC1)NCCc1ccccc1	7%	25	x	18%	4%	11%	-2%
CSc1ccccc1C(=O)NC1CCCN(c2ccc(C(F)(F)F)cn2)C1 (stereo not drawn)	-12%	-11	7%	5%	-9%	u	-12%
COc1ccccc1CN(C)C(=O)c1cccc(S(=O)(=O)N2CCN(Cc3ccccc3)CC2)c1	-12%	-22	x	173%[activator]	-18%	-26%	-5%
Cc1ccccc1-n1c(=O)/c(=C\c2ccco2)s/c1=C(/C#N)C(=O)Nc1ccccc1	-6%	-29	3%	-33%	-8%	-16%	-3%
